From PubChem
Kir21 block: Kir2.1 (mouse) channel inhibition. B-score at 10 µM. AID 1672. 310,000 compounds, 0.85% hits. HEK293-Kir2.1, FluxOR thallium flux fluorescence; hits give low values;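 active means fluorescence ratio B-score at or below minus 3 SD of library scores, with starting-brightness B-score within 2 SD, cut at about -4.2 in these data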;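 further: channel flux triggered by added potassium and thallium sulfate stimulus; B-score of peak minus minimum fluorescence over baseline after thallium stimulus; more negative B-score means stronger Kir2.1 block with less thallium influx; some compounds called inactive have numbers as strong as hits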
Target sequence (P35561 whole entry, looked up): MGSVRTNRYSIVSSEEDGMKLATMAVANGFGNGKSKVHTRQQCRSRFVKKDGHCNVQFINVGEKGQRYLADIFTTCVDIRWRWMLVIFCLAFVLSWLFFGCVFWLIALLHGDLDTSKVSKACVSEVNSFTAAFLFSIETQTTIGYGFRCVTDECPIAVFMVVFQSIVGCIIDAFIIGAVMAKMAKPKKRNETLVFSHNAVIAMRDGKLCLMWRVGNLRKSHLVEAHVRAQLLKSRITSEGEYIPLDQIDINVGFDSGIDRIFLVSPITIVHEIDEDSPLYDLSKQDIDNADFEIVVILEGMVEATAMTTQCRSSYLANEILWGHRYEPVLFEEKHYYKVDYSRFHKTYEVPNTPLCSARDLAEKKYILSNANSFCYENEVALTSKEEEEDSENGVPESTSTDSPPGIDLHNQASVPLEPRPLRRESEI
STK33 kinase inh: inhibitors of human STK33 kinase | Q9BYT3 | purified STK33, MBP phosphorylation, ADP-Glo luminescence | inhibition, % at 10 µM | 320,000 compounds, 0.073% hits | AID 2661;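 active means inhibition at or above 25%, using the most active replicate where run in duplicate; inactive means inhibition below 25%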
Target sequence (Q9BYT3 whole entry, looked up): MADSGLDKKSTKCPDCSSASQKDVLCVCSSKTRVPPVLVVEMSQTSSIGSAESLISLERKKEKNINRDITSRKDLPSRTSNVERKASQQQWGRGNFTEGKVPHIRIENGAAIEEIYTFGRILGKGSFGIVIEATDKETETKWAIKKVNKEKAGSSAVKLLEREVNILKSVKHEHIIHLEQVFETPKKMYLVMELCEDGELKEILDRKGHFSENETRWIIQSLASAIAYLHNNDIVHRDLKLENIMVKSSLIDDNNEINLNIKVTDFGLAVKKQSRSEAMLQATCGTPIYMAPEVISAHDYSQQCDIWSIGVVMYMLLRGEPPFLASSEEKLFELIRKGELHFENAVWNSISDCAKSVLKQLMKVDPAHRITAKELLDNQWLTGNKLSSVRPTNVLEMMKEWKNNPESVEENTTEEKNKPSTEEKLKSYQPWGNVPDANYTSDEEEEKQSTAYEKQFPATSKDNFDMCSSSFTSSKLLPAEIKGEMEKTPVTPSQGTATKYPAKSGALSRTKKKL
KCNQ2 block: KCNQ2 potassium channel inhibitors, primary screen, cell-based, CHO-K1, FluxOR thallium flux, B-score (AID 2156); O88943; 20 min; hits give low values; B-score at 10 µM; 310,000 compounds, 1.1% hits;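 active means fluorescence ratio B-score at most minus 3 library SDs, with starting brightness B-score within 2 library SDs, cut at about -5.5 in these data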
Numbers without * were called inactive; i = inactive; · = not tested or not shown.

Kir21 block,STK33 kinase inh,KCNQ2 block,structure
0.72,2.4,i,CCOc1ccc(NC(=O)CC2SC(=O)N(c3ccccc3)C2=O)cc1 (stereo not given)
-1.3,0.2,i,Cc1cccc(N(CC(=O)NC2CCCC2)C(=O)c2nsc(Cl)c2Cl)c1C
-0.61,-1.8,i,Cc1ccc(C(=O)N/C(=C/c2ccccc2F)C(=O)NCCCn2ccnc2)cc1
-3.7,-0.1,i,COC(=O)C1Cc2ccccc2CN1S(=O)(=O)c1ccc(C)cc1 (stereo not given)
1.9,-0.4,i,S=c1[nH]c2cc(Cl)ccc2s1
2,-0.6,i,CCCOc1ccc(N2C(=O)CC(N3CCN(c4ccc([N+](=O)[O-])cc4)CC3)C2=O)cc1 (stereo not given)
-0.06,-1.3,i,CC(C)(NO)/C(=N/O)c1cccs1
-0.95,0.9,i,CCC1(c2ccccc2)NC(=O)N(CC(=O)Nc2nnc(C3CC3)s2)C1=O (stereo not given)
0.91,-0.2,i,O=C(NCc1ccccc1)C(c1cccs1)N(C(=O)c1csnn1)C1CC1 (stereo not given)
-0.62,·,i,Cc1ccc2c(c1)cc(CN(Cc1ccco1)S(=O)(=O)c1ccccc1)c1nnnn12
-0.02,-1.5,i,Cc1ccc(NC(=O)CCC(=O)N2CCOc3ccccc32)c(Cl)c1
-2.1,1.2,-8.9*,O=C(COc1ccc2ccccc2c1)N1c2ccccc2Sc2ccccc21
-0.02,1.1,i,COc1ccc(C(=O)NC(=S)NNC(=O)c2ccc3ccccc3n2)cc1
-0.02,-0.6,i,COc1cccc(NC(=O)COC(=O)COc2cccc3c2OC(C)(C)C3)c1
-2.6,-1.0,i,COc1ccc(-c2nn(-c3ccccc3)cc2C(=O)NCCCn2ccnc2)cc1
-3.6,-0.6,i,CCc1cccc(NC(=O)c2ccc(Cn3nc(C)cc3C)o2)c1
0.56,-1.3,i,Cc1nc(C)c(-c2csc(NCc3ccco3)n2)s1
0.07,-2.9,i,COC(=O)c1ccccc1NC(=O)CCn1c(=O)oc2ccccc21
-0.08,-1.4,i,CCOC(=O)CCP(=O)(O)C(O)(c1ccccc1)c1ccccc1
0.56,-3.8,i,CC(=O)N(CN1C(=O)C2CC=CCC2C1=O)c1cccc(Cl)c1 (stereo not given)
0.41,-1.7,i,O=C(CN1CCN(Cc2ccccc2)CC1)N/N=C/c1ccc(Br)s1
0.84,·,i,O=C(Nc1ccccc1N1CCN(c2ccc(F)cc2)CC1)C1CCCCC1
-0.01,0.4,i,CC1=NN(c2ccccc2)C(=O)/C1=C\c1cc(C)n(-c2cccnc2)c1C
0.17,-0.9,i,c1ccc(CSc2nnc(-c3cccs3)o2)cc1
1.6,0.9,i,COC(=O)c1cn(NC(=O)C2CCCCC2)c(=O)c2ccccc12
-2,-0.1,i,CCCOc1ccc(N2C(=O)C/C(=C\c3ccccc3)C2=O)cc1
-1.2,·,i,N#Cc1nc(COc2ccccc2Cl)oc1N1CCCCCC1
0.39,-0.1,i,COC(=O)CNC(=O)COC(=O)c1ccc(Cl)nc1
-1.1,-0.6,i,CCC(C)(C)NC(=O)C(c1cccn1C)N(C(=O)Cn1nnc2ccccc21)c1ccc(NC(C)=O)cc1 (stereo not given)
0.7,0.4,i,COCCCNC(=O)c1c(F)c(F)c(F)c(F)c1F
-1.1,-2.5,i,CCOC(=O)c1nn(-c2ccccc2C)c(=O)c2c(N)scc12
-0.46,-1.8,i,CCN(CC)C(=O)c1ccc(NS(=O)(=O)c2ccc3[nH]c(=O)[nH]c3c2)cc1
-2,4.9,i,CCN(CC)c1ccc(C(=O)OCC(=O)Nc2cccc(S(=O)(=O)NC3=NCCCCC3)c2)cc1
0.24,-0.6,i,Cc1nn(C)cc1/C=N\NC(=O)c1csc2c1CCCC2
-0.95,0.8,i,CCN(CC)CCOC(=O)C1c2ccccc2Oc2ccccc21
-1.6,-1.9,i,COc1ccccc1-n1nnnc1SC(C)C(=O)NC1CCCC1 (stereo not given)
1.2,-2.2,i,Cc1ccc(OCC(=O)NCCS(=O)(=O)N2CCN(c3ccccc3)CC2)cc1
-2,2.0,i,CCOC(=O)N1CCN(C(=O)c2ccc(OC)c(S(=O)(=O)N3CCOCC3)c2)CC1
-0.76,-1.4,i,CCCC(=O)NC(NC(=S)Nc1ccc(S(N)(=O)=O)cc1)C(Cl)(Cl)Cl (stereo not given)
-0.35,-1.4,i,CCc1nnc(NC(=O)c2cc(S(=O)(=O)N3CCCCC3)ccc2N2CCOCC2)s1
-3.3,4.2,i,CCN(CC)c1ccc(/C=C(/C#N)C(=O)NCc2ccccc2)o1
-0.95,0.7,i,CCn1c(/C=C/c2ccccc2)nc2ccccc21
0.8,1.5,i,NC(=O)N/N=C/c1sc(N2CCCCC2)nc1-c1cccs1
-0.73,0.0,i,COc1ccc(NC(=O)CC2C(=O)N(c3ccc(F)cc3)C(=S)N2NC(=O)c2ccccc2)cc1 (stereo not given)
0.19,6.5,i,CCOC(=O)c1c(C)[nH]c(C(=O)OCC(=O)Nc2sccc2C(N)=O)c1C
-0.43,-0.6,i,COc1ccc2[nH]c(=S)cc(C)c2c1
-0.53,-0.9,i,COc1cccc(C(=O)Nc2ccccc2N2CCCC2)c1
1,-0.1,i,Cc1cc(N)ccc1S(C)(=O)=O
0.35,-1.8,i,COC(=O)C(Cc1ccccc1)N1CCS(=O)(=O)CC1 (stereo not given)
0.54,-1.3,i,Cc1oc(-c2ccccc2F)nc1CS(=O)CC(=O)NCc1ccccn1 (stereo not given)
-0.07,-0.8,i,CCCC(c1nnnn1CC1CCCO1)N1CCN(c2ccccc2)CC1 (stereo not given)
0.86,-0.2,i,O=C(CCC(=O)N(CC(=O)NC1CCCC1)C1CCCC1)Nc1ccccn1
-0.69,-1.3,-5.9*,Cc1ccccc1-n1nc2c(c1NC(=O)c1ccc(Br)o1)CSC2
0.95,-2.0,i,COc1ccc(-c2c(C)oc3c(CN4CCOCC4)c(O)ccc3c2=O)cc1
-0.95,-2.1,i,C(=N\n1cnnc1)/c1cn(Cc2ccccc2)c2ccccc12
-0.8,-3.4,i,Cc1cccc(N2CCN(C(=O)c3ccc(CS(=O)Cc4cccc(Cl)c4)o3)CC2)c1C (stereo not given)
0.21,-1.4,i,O=C(/C=C/c1cccc(Cl)c1)c1nc2ccccc2[nH]1
0.86,-1.4,i,COc1ccc(CC2CCOC2=O)cc1 (stereo not given)
-0.81,-0.1,i,COc1cccc(OC)c1C(=O)Nn1c(C2CCC2)nc2ccccc2c1=O
-0.31,-0.9,i,O=C(NCc1cccs1)C1CCC(=O)N1C1CCCCC1 (stereo not given)

Results in Kir21 block and STK33 kinase inh, for some of the entries so far:
canonical_smiles | Kir21 block | STK33 kinase inh
COc1cccc(NC(=O)COC(=O)COc2cccc3c2OC(C)(C)C3)c1 | -0.02 | -0.6
COc1ccc(-c2nn(-c3ccccc3)cc2C(=O)NCCCn2ccnc2)cc1 | -2.6 | -1.0
CCc1cccc(NC(=O)c2ccc(Cn3nc(C)cc3C)o2)c1 | -3.6 | -0.6
Cc1nc(C)c(-c2csc(NCc3ccco3)n2)s1 | 0.56 | -1.3
COC(=O)c1ccccc1NC(=O)CCn1c(=O)oc2ccccc21 | 0.07 | -2.9
CCOC(=O)CCP(=O)(O)C(O)(c1ccccc1)c1ccccc1 | -0.08 | -1.4

Continuation:
Kir21 block,STK33 kinase inh,KCNQ2 block,structure
-1.5,-1.4,i,COc1cc(C(=O)OCc2ccc([N+](=O)[O-])cc2)cc(OC)c1OC
-2.1,0.4,i,COc1ccc(C(=O)NN/C(C)=C/C(=O)c2ccccc2)cc1
3.1,-1.7,i,O=C(O)c1ccc(CNC(=O)C23CC4CC(CC(C4)C2)C3)cc1
-2,-0.4,-9.1*,Cc1cc(CN(C)C)c(O)c(C2(C)CCCCC2)c1
-3.2,-1.3,i,C=CCN=C1SC(C)(C)C(=O)N1S(=O)(=O)c1ccc(C)cc1
-0.34,0.2,i,Cc1nnc(NC(=O)CC(CN(C)S(=O)(=O)c2ccccc2)c2ccccc2)s1 (stereo not given)
0.12,-0.2,i,Cc1ccc(S(=O)(=O)N2CCC(NC(=O)C3CCCCC3)CC2)cc1
-0.06,-0.4,i,Cc1ccc(NC(=O)CSC2=C(C#N)C(c3ccco3)CC(=O)N2)cc1 (stereo not given)
0.02,-0.7,i,Cc1cccc(N2C(=O)C3C4C=CC(C4)C3C2=O)c1 (stereo not given)
-0.88,-0.4,i,CC(C)CNC(=O)N[C@@H](CC(C)C)C(=O)O
-2.5,-2.1,i,CCCCCCSC1=C(C#N)C(c2ccccc2)CC(=O)N1 (stereo not given)
0.24,-0.3,i,COc1cc(-c2nnc(SCC(=O)N(C)C3CCS(=O)(=O)C3)o2)cc(OC)c1OC (stereo not given)
-0.02,0.0,i,CC(=O)Nc1sc2c(c1CN1CCN(c3ccc(F)cc3)CC1)CCCC2
0.83,-0.5,i,CCOC(=O)C1(Cc2cccc(OC)c2)CCCN(Cc2c(C)nn(C(C)C)c2C)C1 (stereo not given)
0.47,-0.9,i,CCOC(=O)C1CCN(c2nc3ccccc3nc2C(C#N)C(=O)OC(C)C)CC1 (stereo not given)
-0.68,-3.2,i,COc1ncnc2c1NC(=O)CS2
-0.66,0.3,i,COc1cc(C2C(C#N)=C(C)NC3=C2C(=O)CC(C)(C)C3)ccc1OCCO (stereo not given)
1.9,-1.1,i,O=C(NC1CCS(=O)(=O)C1)c1cccc(S(=O)(=O)N2CCCC2)c1 (stereo not given)
2.8,-0.3,i,COc1ccc(CCNC(=O)c2ccco2)cc1OC
-0.59,-0.4,i,O=C(c1ccc(C(F)(F)F)cc1)N1CCC(=O)N(C(COCc2ccc(Cl)cc2)Cc2ccccc2)CC1 (stereo not given)
0.18,0.1,i,CN(C)Cc1c(C(=O)N/N=C/c2cccc(OCc3ccc(F)cc3)c2)nnn1-c1nonc1N
0.81,-1.8,i,Cc1nnc(SCSc2nnc(C)s2)s1
-0.91,-1.4,i,O=C(/C=C/c1cn(-c2ccccc2)nc1-c1cccnc1)N1CCCCC1
-2.4,0.6,i,CCOC(=O)c1oc2ccc3c(c2c1C)C(=O)CC1(CCN(C(=O)OCC)CC1)O3
-0.06,0.6,i,CCN1C(=O)C(O)(CC(=O)c2ccc3c(c2)OCCO3)c2ccccc21 (stereo not given)
1.6,-3.1,i,C=CCN1CN(Cc2ccco2)CNC1=S
0.68,-2.4,i,Clc1ccc(CNCC2CCCO2)c(Cl)c1 (stereo not given)
-0.03,0.1,i,N#CC1=C(N)OC2=C(C(=O)CCC2)C1c1cccs1 (stereo not given)
-0.26,0.2,i,CCCC(=O)c1ccc(N2CCN(C(=O)c3ccccc3Br)CC2)c(F)c1
-1.8,3.7,i,CCCC(=O)NC(Nc1cccc(C(F)(F)F)c1)C(Cl)(Cl)Cl (stereo not given)
0.59,-1.5,i,Cc1cc(N2CCN(C)CC2)nc2ccc(NC(=S)NCCC(C)C)cc12
-0.3,-1.5,i,CC(=O)NNC(=O)C(O)(c1ccccc1)c1ccccc1
0.6,-2.8,i,c1ccc(-n2ncc3c2ncn2nnnc32)cc1
1.2,0.1,i,c1ccc(NCc2cccc3ccccc23)nc1
-0.37,-0.6,i,COc1cc(OC)cc(-c2nnc(NC(=O)CCS(=O)(=O)c3ccc(F)cc3)o2)c1
-1.4,0.2,i,CC(=O)Nc1ccccc1NC(=O)COc1cccc2ccccc12
0.4,-0.6,i,COc1cc2cc(C(=O)N3CCOCC3)cc(-c3ccc(C)cc3)c2cc1OC
-1.4,-1.4,i,O=C(OCC(=O)N1CCc2ccccc21)c1cccc(S(=O)(=O)N2CCCc3ccccc32)c1
1.4,-1.6,i,COc1ccc(CN(CC2CCC(C(=O)O)CC2)C(=S)Nc2ccccc2OC)cc1 (stereo not given)
-1.4,-0.8,i,CCOc1cc(C(=S)N2CCOCC2)ccc1OC(=O)c1cc(OC)c(OC)c(OC)c1

Ordered by value in STK33 kinase inh (largest number first): seven of the compounds above.
Kir21 block,STK33 kinase inh,KCNQ2 block,structure
-1.8,3.7,i,CCCC(=O)NC(Nc1cccc(C(F)(F)F)c1)C(Cl)(Cl)Cl (stereo not given)
-2.4,0.6,i,CCOC(=O)c1oc2ccc3c(c2c1C)C(=O)CC1(CCN(C(=O)OCC)CC1)O3
-0.37,-0.6,i,COc1cc(OC)cc(-c2nnc(NC(=O)CCS(=O)(=O)c3ccc(F)cc3)o2)c1
-1.4,-0.8,i,CCOc1cc(C(=S)N2CCOCC2)ccc1OC(=O)c1cc(OC)c(OC)c(OC)c1
0.59,-1.5,i,Cc1cc(N2CCN(C)CC2)nc2ccc(NC(=S)NCCC(C)C)cc12
0.68,-2.4,i,Clc1ccc(CNCC2CCCO2)c(Cl)c1 (stereo not given)
1.6,-3.1,i,C=CCN1CN(Cc2ccco2)CNC1=S

Other records follow:
Kir21 block,STK33 kinase inh,KCNQ2 block,structure
2.8,-1.0,i,COC(=O)C1=C(C)NC(C)=C(C(=O)OC)C1c1ccc(NC(C)=O)cc1
-0.7,0.6,i,Cc1c(Cl)cccc1NC(=S)N1CCN(Cc2ccc3c(c2)OCO3)CC1
0.77,-0.4,i,Cc1ccc(C)c(Cn2cnc3c(nnn3-c3ccc(F)cc3)c2=O)c1
-0.6,-0.9,i,CC1(C)CC(=O)c2sc(NC(=O)c3cccs3)nc2C1
